A549 viability: kills or reduces viability of A549 cells in Nrf2 counter-screen. A549 ARE-Fluc cells, CellTiter-Fluor viability, 18-24 h. Potency, µM (highest dose often 46 µM), without a hit: at the top dose activity change, negative = cytotoxicity, most hits filed as inhibitors. 390,000 tested, 0.16% active; note: potency is the fitted concentration of half-maximal effect; % is set by controls: 0 for no effect and ±100 for the full control effect
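Cytotoxicity counterscreen: CellTiter-Fluor fluorescence was measured in A549 ARE_Fluc cells after 18-24 h of compound exposure in a concentration series. The subsequent BugLite luminescent read reports ARE-luciferase activity.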
HepG2 viability: kills HepG2 cells in TGF-b inhibitor counter-screen; HepG2 CAGA-GFP viability, ATP luminescence, 18 h; Potency, µM (series often up to 46.1 µM), inactives show at the highest dose activity change, negative = cytotoxicity, most hits filed as cytotoxic; 410,000 tested, 0.76% active; note: potency is the fitted concentration of half-maximal effect; some results filed as inactive show a strong effect at the top dose
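CellTiter-Glo luminescence gave cytotoxicity after 18 hours at 37 degrees C. The cells were HepG2 CAGA-GFP in 1% FBS DMEM, stimulated with 500 pg/mL TGF-beta after compound addition. %Activity was normalised to no-cell wells (complete cell-killing) and DMSO (no toxicity), and curves were fitted and classified.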
ATXN2 expr inh: reduces ATXN2 reporter expression in HEK-293 cells; HEK-293 ATXN2-luciferase reporter, luminescence, 24 h; Potency, µM (highest dose often 57 µM), inactives show top-dose activity change, negative = inhibition, actives largely listed as inhibitors; 360,000 tested, 0.72% active; AID 1745845; note: potency is the fitted concentration of half-maximal effect; % is set by controls: 0 for no effect and ±100 for the full control effect; nearly all actives have a fitted effect of over 55% in size
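ATXN2-luciferase reporter cells (luciferase flanked by upstream and downstream ATXN2 gene portions) were treated 24 h at 37 °C with compounds at up to 57 uM. SteadyGlo luminescence gave expression; GF-AFC fluorescence gave viability.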
S2 tox: cell viability loss in ATXN counter-screen; S2 cells (HEK-293 line with an ATXN2-luciferase reporter) viability, CellTiter-Fluor protease fluorescence, 24 h; Potency, µM (titrated, usually from 56.7 µM), usual class: cytotoxic; 400,000 tested, 0.49% active; AID 651635; note: potency is the fitted concentration of half-maximal effect; nearly all actives have a fitted effect of over 40% in size
IL-1B inflam inh: blocks inflammasome-driven IL-1 beta release. activity change, % at 57.5 µM. THP-1 LPS/ATP IL-1B secretion, AlphaLISA, 16 h; stronger effect = lower value. 360,000 tested, 4.7% active; in the data active = activity change below about -50%; inconclusive = mostly about -30% to -49%; note: % is set by controls: 0 for no effect and ±100 for the full control effect
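Secreted IL-1B measured by AlphaLISA bead assay after 16 h compound exposure of THP-1 cells; compounds (final up to 57.5 uM) added 1 h before LPS (250 ng/mL) and ATP (1.25 mM) stimulation; lower signal means less secretion.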
Nrf2 activator: activates Nrf2 signaling; AREc32 ARE-luciferase reporter (MCF7-derived line), luminescence, 24 h; Potency, µM (series often up to 46.1 µM), inactives show at the highest dose activation, most hits filed as activators; 410,000 tested, 0.31% active; AID 624171; note: potency is the fitted concentration of half-maximal effect; % of control where 0% means no effect; nearly all actives have a fitted effect of over 65% in size
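Quantitative high-throughput format: AREc32 reporter cells, 1000 per well, received compound by pin transfer and were incubated 24 hr at 37 deg C, 5% CO2, before Steady-Glo luminescence detection.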
Nrf2 inh: Nrf2 pathway inhibition. AID 504444. 360,000 tested, 2.1% active. Potency, µM (series often up to 46 µM), for the others: at the highest dose activity change, negative = inhibition, actives largely listed as inhibitors. A549 ARE-Fluc reporter, luciferase luminescence, 18-24 h; note: potency is the fitted concentration of half-maximal effect; % is set by controls: 0 for no effect and ±100 for the full control effect; nearly all actives have a fitted effect of over 60% in size
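Concentration-response testing used A549 ARE_Fluc cells at 5000 cells/well. Following an 18-24 h compound incubation, viability was read by fluorescence (Ex 405/Em 525) and luciferase output by luminescence.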
TGFb SMAD3 inh: TGF-b pathway inhibition; HepG2 CAGA-GFP TGF-b/SMAD3 reporter, GFP fluorescence, 18 h; TGF-beta stimulated, 500 pg/mL final; Potency, µM (titrated, usually from 46.1 µM), inactives show top-dose activity, negative = inhibition, usual class: inhibitors; 410,000 tested, 1.2% active; note: potency is the fitted concentration of half-maximal effect; % is set by controls: 0 for no effect and ±100 for the full control effect; nearly all actives have a fitted effect of over 65% in size
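TGF-beta reporter screen: HEPG2 CAGA-GFP, 1% FBS, 500 pg/mL TGF-beta final, 18 h; per-cell GFP summed per well; curves fitted and categorized by class.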
MCF10A rereplic: DNA re-replication induction in MCF 10a cells. MCF 10A DNA re-replication, Hoechst nuclear intensity, 48 h. Potency, µM (doses to about 46.1 µM), without a hit: at the top dose activity, positive = re-replication, usual class: activators. 350,000 tested, 2.9% active; note: potency is the fitted concentration of half-maximal effect; % of control where 0% means no effect; nearly all actives have a fitted effect of over 50% in size
Numbers without * were called inactive; i = inactive; ? = inconclusive; nt = not tested or not shown; [ ] = remark or other dose. Unless noted, calls come from the whole dose curve; as a rule, active = well fitted curve in the direction sought with a large enough effect; inconclusive = small, poorly fitted or top-dose-only effect, or another doubt; inactive = no such curve, though single readings can be large; an effect the other way counts as inactive or inconclusive. An unsorted share of the library (roughly 8.8% active in at least one column).

SMILES	A549 viability	HepG2 viability	ATXN2 expr inh	S2 tox	IL-1B inflam inh	Nrf2 activator	Nrf2 inh	TGFb SMAD3 inh	MCF10A rereplic
N#Cc1nc(-c2cccs2)oc1NCCCN1CCOCC1	-6.6%	-12.5%	-3.6%	i	-5.4	0.3%	4.9%	-1.8%	21.3%
CCOc1cc(/C=N/O)ccc1OCc1ccc(F)cc1	6.6%	-41.1%	23.7%	i	0.3	2.3%	-23.1%	-16.6%	20.4%
O=C(Nc1cc2c(cc1C(=O)c1ccccc1Cl)OCCO2)c1ccc(Br)cc1	5.4%	-8.0%	nt	nt	nt	0.3%	4.4%	-3.5%	nt
Cc1ccc(NC(=O)CN2C(=O)NC3(CCCC3)C2=O)c(Cl)c1	1.7%	-1.5%	6.5%	i	-2.9	-0.5%	37.7%	-0.5%	2.9%
CCOC(=O)C1(CC2CC2)CCN(Cc2cc(Cl)c(O)c(OC)c2)CC1	-4.3%	1.6%	?	i	12.5	2.6%	0.9%	-1.5%	-6.1%[9.22 µM]
O=C(Nc1ccc2oc(-c3ccccc3F)nc2c1)c1ccco1	0.4%	-9.9%	95.5%[activator]	i	?	4.5%	?	0.0%	-3.5%
Cc1nn2c(-c3ccc(Cl)cc3)ccnc2c1-c1ccccc1	-4.2%	1.4%	3.6%	i	16.3	1.9%	-0.3%	8.8%	-6.1%
COc1cc(NC(=O)CCl)ccc(=O)c1	nt	0.708µM*	nt	?	-13.8	?	nt	?	nt
CN(Cc1cccc(F)c1)C(=O)c1ccccc1Sc1ccccc1C#N	15.3%	10.1%	-11.0%	i	i	2.8%	11.1%	4.3%	1.6%
CCn1c(N2CCN(S(=O)(=O)c3ccc(Cl)cc3)CC2)nc2ccccc21	-29.9%	1.7%	-30.9%	i	-86.6*	0.7%	?	?	-0.7%
c1ccc(OCCCn2nnc(-c3ccncc3)n2)cc1	8.4%	-3.0%	4.1%	i	-7.4	0.0%	?	18.8%	4.6%
CC1(C)CC(=O)C2=C(C1)OC(N)=C(C#N)C2c1ccccc1 (stereo not given)	0.1%	-2.0%	-3.2%	i	-0.6	-0.8%	15.9%	?	-3.2%
O=C(Nc1ccccc1)[C@@H]1CCCN1S(=O)(=O)c1ccc(Cl)cc1	4.9%	-15.4%	1.8%	i	9.9	-1.1%	0.5%	0.0%	7.5%
Cc1c(C)n2c(SCC(=O)N3CCN(c4ccccc4)CC3)nnc2[nH]c1=O	-5.8%	-2.4%	5.2%	i	2.6	-0.8%	17.3%	?	-4.4%
COc1ccc(S(=O)(=O)N2CCCCC2)cc1NC(=O)CCc1nc2ccccc2c(=O)[nH]1	-4.6%	2.3%	-4.0%	i	25.4	0.2%	?	?	6.8%
Nc1nc(NCc2ccco2)nc(N2CCCCC2)c1[N+](=O)[O-]	1.8%	3.4%	2.8%	i	18.1	23.9%	?	8.9%	-0.4%
Cc1cccc(NC(=O)c2ccc([N+](=O)[O-])o2)n1	-23.8%	25.1µM*	-21.5%	?	0.0	23.0%	-6.8%	?	?
C(/C=C/C=C/Nc1ccccc1)=Nc1ccccc1	-13.2%	-4.7%	1.2%	i	24.0	0.2%	?	-12.7%	-12.5%
CCOC(=O)c1c(C)nc(-c2ccccc2)nc1NC(=O)CC	19.2%	-12.6%	33.2%[activator]	i	-5.3	24.8%	nt	1.2%	9.9%
COc1ccc(-c2cc3nc4c(c(=O)n3[nH]2)CCC4)cc1	0.3%	1.7%	24.0%	i	-1.9	2.5%	?	-0.6%	-7.1%

Gathered by group, those above containing a nitro group on carbon.
SMILES	A549 viability	HepG2 viability	ATXN2 expr inh	S2 tox	IL-1B inflam inh	Nrf2 activator	Nrf2 inh	TGFb SMAD3 inh	MCF10A rereplic
Nc1nc(NCc2ccco2)nc(N2CCCCC2)c1[N+](=O)[O-]	1.8%	3.4%	2.8%	i	18.1	23.9%	?	8.9%	-0.4%
Cc1cccc(NC(=O)c2ccc([N+](=O)[O-])o2)n1	-23.8%	25.1µM*	-21.5%	?	0.0	23.0%	-6.8%	?	?

Some of these compounds in order of their number in Nrf2 activator, falling.
mol	Nrf2 activator
O=C(Nc1ccc2oc(-c3ccccc3F)nc2c1)c1ccco1	4.5%
CN(Cc1cccc(F)c1)C(=O)c1ccccc1Sc1ccccc1C#N	2.8%
N#Cc1nc(-c2cccs2)oc1NCCCN1CCOCC1	0.3%
COc1ccc(S(=O)(=O)N2CCCCC2)cc1NC(=O)CCc1nc2ccccc2c(=O)[nH]1	0.2%
c1ccc(OCCCn2nnc(-c3ccncc3)n2)cc1	0.0%
CC1(C)CC(=O)C2=C(C1)OC(N)=C(C#N)C2c1ccccc1 (stereo not given)	-0.8%

(cont.)
SMILES	A549 viability	HepG2 viability	ATXN2 expr inh	S2 tox	IL-1B inflam inh	Nrf2 activator	Nrf2 inh	TGFb SMAD3 inh	MCF10A rereplic
Cc1ccc(COC(=O)c2cccc(S(=O)(=O)N3CCCCC3)c2)cc1	15.8%	-4.2%	1.3%	i	2.8	-1.3%	-29.5%	-8.1%	4.9%
CC(=O)OCC[n+]1c(C)n(-c2ccccc2)c2ccc(Cl)cc21	0.5%	1.5%	-0.2%	i	31.5	0.1%	-7.4%	8.5%	0.4%
COc1ccc(-c2noc(CCC(=O)NCC3CCCO3)n2)cc1 (stereo not given)	-4.9%	6.8%	-15.0%	i	26.9	-0.7%	-19.4%	-7.1%	2.4%
Cc1ccc(S(=O)(=O)NCCC(=O)OCc2ccc([N+](=O)[O-])cc2)cc1C	-2.5%	-9.1%	2.2%	i	-5.6	-0.6%	2.9%	?	2.5%
Cc1cc(C)cc(NC(=O)CSc2nnc(-c3cc(C)[nH]n3)n2N)c1	-6.9%	-5.8%	2.6%	i	-17.8	0.5%	11.1%	6.1%	-1.3%
NC(=S)NNc1cccc2cccnc12	?	-34.4%	?	?	44.3	12.5%	-14.7%	?	?
Cn1c(SCc2cccc(Cl)c2)nc(C(F)(F)F)cc1=O	3.7%	-19.6%	-16.7%	i	-14.3	-0.8%	nt	28.3%	?
CCCCN1CC(=O)N2[C@H]3c4ccc(OC)cc4OC[C@@H]3[C@H](c3ccccc3)[C@]2(C)C1=O	-4.4%	-19.0%	-5.2%	i	-4.8	0.0%	-6.4%	6.7%	21.1%
COC(=O)c1ccc(C)c(NS(=O)(=O)c2ccc(C)c([N+](=O)[O-])c2)c1	-2.2%	-40.4%	12.4%	i	18.5	-0.6%	?	0.0%	?
Cc1ccc(C2=NN(C3=NN=C(N)Cc4ncnn43)C(O)(C(F)(F)F)C2)cc1 (stereo not given)	-1.0%	-15.0%	nt	i	7.3	-0.8%	4.2%	-7.5%	-2.4%
O=C(c1ccco1)N1CCN(Cc2cc(=O)c(OCc3ccccc3Cl)co2)CC1	-5.4%	-3.1%	6.7%	i	-8.5	-0.6%	-3.4%	1.3%	1.1%
Cc1cccc(C)c1NC(=O)Nc1ccccc1-n1ccnc1	1.3%	-7.0%	12.4%	i	6.6	-0.9%	-2.6%	5.6%	-4.6%
O=C(CN1CCN(C2CCCCC2)C(=O)C1=O)Nc1ccc(Cl)cc1	1.0%	3.4%	-16.8%	i	nt	-0.5%	nt	-30.4%	nt
O=C(Cn1cnc2onc(-c3ccc(F)cc3)c2c1=O)Nc1cccc(C(F)(F)F)c1	-24.9%	-95.4%	-4.8%	i	nt	0.7%	23.1µM*	?	nt
CCOc1c2ccc(C(=O)NCc3ccc(C)cc3)cc2nn1CCOC	-2.6%	1.6%	-0.1%	i	-6.8	2.1%	?	3.4%	9.6%
Cc1ccc(C(=O)CSc2ncc3c(n2)-c2ccccc2N(Cc2ccc(Cl)cc2)S3(=O)=O)cc1	6.9%	-3.7%	0.0%	i	nt	-0.1%	?	18.5%	nt
Cc1cc(C)cc(OCC(=O)N(C)CC(=O)Nc2ccc(Cl)c(C(F)(F)F)c2)c1	-6.1%	-47.2%	-23.3%	?	-78.2*	-0.3%	-10.0%	?	6.51µM*
CCN(CC(=O)NCc1cccs1)C(=O)c1cccc(Cl)c1	?	-13.8%	-3.6%	i	-13.8	-0.8%	1.1%	0.8%	0.9%
CC(C)(C)c1ccc(C(CC(=O)O)NC(=O)Cc2ccc(Cl)cc2)cc1 (stereo not given)	-4.4%	-2.8%	-8.8%	i	27.2	-1.2%	-13.0%	-5.0%	10.4%
Cc1cccc(NC(=O)CN2C(=O)COc3ccc(S(=O)(=O)Nc4ccccc4)cc32)c1C	-2.5%	-14.4%	6.2%	i	nt	0.4%	-6.7%	-21.7%	nt
Cc1ccc(F)cc1C(=O)N1CCCCC1c1cc(C(=O)Nc2cccc(C#N)c2)no1 (stereo not given)	nt	-25.2%	0.0%	?	1.9	1.0%	nt	0.4%	nt
Cn1c(-c2cccc([N+](=O)[O-])c2)cnc1NCc1cccc(F)c1	5.0%	-31.8%	nt	i	-14.4	-0.2%	-6.5%	6.4%	9.4%
CCC(=O)Nc1ccc2c(c1)nc(CCN1CCN(c3ccccn3)CC1)n2C	14.3%	-3.8%	-3.3%	i	-4.0	0.5%	20.8%	-6.5%	-1.0%

An excerpt of these results, field by field:
> CCCCN1CC(=O)N2[C@H]3c4ccc(OC)cc4OC[C@@H]3[C@H](c3ccccc3)[C@]2(C)C1=O
  A549 viability = -4.4%
  HepG2 viability = -19.0%
  ATXN2 expr inh = -5.2%
  S2 tox = i
  IL-1B inflam inh = -4.8
  Nrf2 activator = 0.0%
  Nrf2 inh = -6.4%
  TGFb SMAD3 inh = 6.7%
  MCF10A rereplic = 21.1%

> COC(=O)c1ccc(C)c(NS(=O)(=O)c2ccc(C)c([N+](=O)[O-])c2)c1
  A549 viability = -2.2%
  HepG2 viability = -40.4%
  ATXN2 expr inh = 12.4%
  S2 tox = i
  IL-1B inflam inh = 18.5
  Nrf2 activator = -0.6%
  Nrf2 inh = ?
  TGFb SMAD3 inh = 0.0%
  MCF10A rereplic = ?
